Screens as filed in PubChem.
LDHA block: qHTS assay for inhibitors of human lactate dehydrogenase; L-lactate dehydrogenase A chain (Homo sapiens), P00338; purified LDHA, NADH/diaphorase-resazurin fluorescence; active compounds read low; activity change, % (values are at about 110 or 230 µM); 0.15% of 480,000 active; in the data active means activity change below about -30%; inconclusive means mostly about -25% to -30%;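 further: plate controls were DMSO wells for no effect and wells without enzyme for full effect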
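LDH5 2 nM; NADH 0.06 mM, pyruvate 0.2 mM; 200 mM Tris pH 7.4, EDTA, Tween-20; 5 min RT. Detection: diaphorase 0.133 mg/mL + resazurin 37 µM, fluorescence ex540/em590 at 0 and 20 min; normalized to enzyme-free and DMSO wells.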
PI4K2A block: qHTS for small molecular inhibitors of PI4K2A | activity change, negative = inhibition, % at 76.9 µM | purified PI4K2A, ADP-Glo luminescence, 1 h; active compounds read low | 0.13% of 420,000 active | AID 1346378, 2018; in the data active means activity change below about -50%; inconclusive means mostly about -30% to -49%;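 further: -100% = wells without enzyme as full effect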
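PI4K2A activity was measured by ADP-Glo luminescence: enzyme (4 ug/mL stock) and phosphatidylinositol (1.2 mM stock) in Tris pH 7.5/MgCl2/EGTA/Triton X-100 buffer were reacted with ATP (300 microM stock) for one hour at ambient temperature.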
USP1 inh: Inhibitors of USP1/UAF1: Primary Screen. recombinant USP1/UAF1, Ub-Rhodamine cleavage fluorescence. Potency, µM (doses to about 57.1 µM), inactives show top-dose activity change, negative = inhibition, usual class: inhibitors. 0.23% of 390,000 active; further: potency means the concentration at half of the fitted maximal effect; on the % scale 0 is the no-effect control and ±100 the full control effect; nearly all actives have a fitted effect of over 60% in size; inactives centre near -12
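USP1/UAF1 complex at 1 nM was preincubated with compound for 15 min at room temperature, then Ub-Rho substrate (150nM final) was added. Fluorescence (480/540 nm) was read kinetically, 6 reads every 60 seconds.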
GRP78 ERSR act: qHTS for Inducers of the Endoplasmic Reticulum Stress Response (ERSR) in Human Glioma: qHTS; 0.02% of 420,000 active; U87-MG GRP78 promoter luciferase reporter, 16 h; Potency, µM, for inactives: at the top dose activation, actives largely listed as activators; further: potency means the concentration at half of the fitted maximal effect; series mostly up to about 76 µM; % of control where 0% means no effect; nearly all actives have a fitted effect of over 35% in size
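ERSR induction read as luciferase luminescence (Bright-Glo, 10 min at room temperature) in stably transfected human U87-MG glioma cells exposed to compounds for 16 h, using GRP78 as sensor.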
RXFP1 agonist: qHTS Assay for Agonists of the Relaxin Receptor RXFP1. 0.3% of 370,000 active. HEK293T-RXFP1 cAMP TR-FRET, 30 min; response scale: percent of porcine relaxin response, buffer zero. Potency, µM (highest dose often 57.5 µM), inactives show at the highest dose activation, hits mostly activators. AID 2676, 2010. Relaxin receptor 1 (Homo sapiens), Q9HBX9; further: potency means the concentration at half of the fitted maximal effect; on the % scale 0 is the no-effect control and ±100 the full control effect; nearly all actives have a fitted effect of over 60% in size; many of its hits are not listed in these tables
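Agonist response is measured as cAMP accumulation in an RXFP1-transfected HEK293T line under PDE4 inhibition. Values are scaled between buffer-only and 29 nM porcine relaxin, and EC50s come from standard Hill equation fits.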
Vif-APOBEC3G blk: qHTS for Inhibitors of Vif-A3G Interactions: qHTS | 0.076% of 410,000 active | Potency, µM (doses to about 46.1 µM), for inactives: at the highest dose activity, negative = active, most hits filed as inhibitors | HeLa A3G-eYFP + Vif (tagged APOBEC3G with the HIV-1 protein that degrades it), YFP fluorescence, overnight | DNA dC->dU-editing enzyme APOBEC-3G (Homo sapiens), Q9HC16;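 further: potency means the concentration at half of the fitted maximal effect; on the % scale 0 is the no-effect control and ±100 the full control effect; nearly all actives have a fitted effect of over 60% in size; hits raise eYFP signal because A3G escapes Vif-driven loss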
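HeLa cells stably expressing Vif and C-terminally eYFP-tagged A3G, seeded overnight at 37 deg C, then exposed to compound by pintool overnight at 37 deg C. Rise in yellow fluorescence (Ex 488/Em 500-530, Acumen) marks blocked Vif-driven A3G degradation.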
TrxR1 substrate: qHTS Assay for Substrates of Mammalian Selenoprotein Thioredoxin Reductase 1 (TrxR1): qHTS; 0.01% of 390,000 active; purified TrxR1 substrate turnover, NADPH consumption readout; Potency, µM (highest dose often 114 µM), without a hit: top-dose activity change, negative = substrate turnover; further: potency means the concentration at half of the fitted maximal effect; on the % scale 0 is the no-effect control and ±100 the full control effect; nearly all actives have a fitted effect of over 50% in size
Target sequence (O89049 whole entry, looked up): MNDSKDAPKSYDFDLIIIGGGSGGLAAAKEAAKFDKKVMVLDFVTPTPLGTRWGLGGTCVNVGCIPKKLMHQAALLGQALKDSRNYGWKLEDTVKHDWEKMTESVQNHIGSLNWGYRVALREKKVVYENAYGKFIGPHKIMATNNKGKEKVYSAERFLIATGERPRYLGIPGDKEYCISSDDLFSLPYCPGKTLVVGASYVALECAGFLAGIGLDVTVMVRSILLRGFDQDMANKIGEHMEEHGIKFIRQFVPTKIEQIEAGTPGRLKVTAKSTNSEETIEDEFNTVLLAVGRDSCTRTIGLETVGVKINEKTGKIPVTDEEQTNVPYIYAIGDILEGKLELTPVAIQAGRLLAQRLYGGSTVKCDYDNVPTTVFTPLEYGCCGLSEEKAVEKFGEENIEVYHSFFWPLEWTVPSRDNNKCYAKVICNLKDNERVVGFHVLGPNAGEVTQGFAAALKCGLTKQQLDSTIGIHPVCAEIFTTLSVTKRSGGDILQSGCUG
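Rat TrxR1, dispensed at 90 nM, was prereduced with 400 uM NADPH (final) for 5 min at ~22 deg C, then incubated with compound 15 min before 400 uM selenite. A first-read NADPH fluorescence drop versus no-compound background flagged substrates.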
IDH1 R132H inh: qHTS for Inhibitors of mutant isocitrate dehydrogenase 1 (IDH1): qHTS. Isocitrate dehydrogenase [NADP] cytoplasmic (Homo sapiens), O75874. IDH1-R132H enzyme, NADPH consumption, diaphorase/resazurin fluorescence. Potency, µM (top dose mostly 76.6 µM), inactives show top-dose activity change, negative = inhibition, most hits filed as inhibitors. 0.093% of 390,000 active; further: potency means the concentration at half of the fitted maximal effect; on the % scale 0 is the no-effect control and ±100 the full control effect; nearly all actives have a fitted effect of over 65% in size
Target sequence (O75874 whole entry R132H, stated change not applied): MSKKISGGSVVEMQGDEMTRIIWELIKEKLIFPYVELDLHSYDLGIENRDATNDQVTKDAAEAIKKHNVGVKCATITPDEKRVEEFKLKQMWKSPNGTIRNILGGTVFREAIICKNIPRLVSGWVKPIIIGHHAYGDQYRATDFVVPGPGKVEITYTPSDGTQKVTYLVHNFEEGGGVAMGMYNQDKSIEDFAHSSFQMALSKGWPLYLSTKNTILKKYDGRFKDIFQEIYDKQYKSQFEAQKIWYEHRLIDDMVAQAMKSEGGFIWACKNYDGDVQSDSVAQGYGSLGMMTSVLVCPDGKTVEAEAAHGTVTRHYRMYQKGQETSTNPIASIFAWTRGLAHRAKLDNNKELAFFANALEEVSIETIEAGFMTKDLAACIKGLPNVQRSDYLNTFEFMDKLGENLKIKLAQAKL
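IDH1-R132H (0.5 ug/mL) preincubated 30 min with compound, then NADPH (0.016 mM) and alpha-KG (2 mM) added; 80 min at RT, pH 7.5. Remaining NADPH coupled via diaphorase/resazurin to fluorescence (540/590 nm); concentration-response curves normalized to no-enzyme control.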
Vif-APOBEC3F blk: qHTS for Inhibitors of Vif-A3F Interactions: qHTS; 0.2% of 390,000 active; HeLa A3F-eYFP + Vif (tagged APOBEC3F with the HIV-1 protein that degrades it), YFP fluorescence increase; AID 602313, 2012; Potency, µM (titrated, usually from 46.1 µM), for the others: at the highest dose activity, negative = active; further: potency means the concentration at half of the fitted maximal effect; % of control where 0% means no effect; nearly all actives have a fitted effect of over 65% in size
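Fluorescence increase (Ex 488/Em 500-530) after overnight compound treatment at 37 deg C flags inhibition of Vif-driven A3F-eYFP loss in stable HeLa A3F-eYFP/Vif cells seeded overnight beforehand.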
* marks the source's active call; other numbers are inactive results; ? = inconclusive; nt = no result given; & = joins results of further samples; [ ] = another dose, or the depositor's remark. Unless noted, the call rests on the fitted dose curve; in most records, active means well fitted curve in the direction sought with a large enough effect; inconclusive means small, poorly fitted or top-dose-only effect, or another doubt; inactive means no such curve, though single readings can be large; an effect the other way counts as inactive or inconclusive.

SMILES | LDHA block | PI4K2A block | USP1 inh | GRP78 ERSR act | RXFP1 agonist | Vif-APOBEC3G blk | TrxR1 substrate | IDH1 R132H inh | Vif-APOBEC3F blk
COc1cc([N+](=O)[O-])cc(/C=N/NC(=O)CSc2nnc(-c3ccccc3)n2C)c1O | 4.6 | 5.0 | -17.1% | -1.6% | 2.1% | 4.7% | -12.6% | 1.7% | 5.8%
CCOC(=O)C1(C)NC(c2ccc(OC)cc2OC)C2C(=O)N(c3cccc(OC)c3)C(=O)C21 (stereo not drawn) | 1.9 | 1.2 | -8.3% | -4.4% | 3.6% | -6.2% | 12.4%[57.1 µM] | 3.0% | -0.1%
CCOC(=O)N1CCC(NC(=O)c2cc(C(=O)NC3CCCC3)ccc2CO)CC1 | -1.6 | -12.2 | -10.7% | -0.9% | -0.4% | 4.4% | 12.5%[57.1 µM] | -8.7% | 1.2%
COc1cc(OC)cc(-c2c(-c3cccs3)c3cc(-c4ccc(SC)cc4)ccc3n2C)c1 | 0.3 | -1.6 | -3.7% | 4.8% | 2.8% | -7.1% | 29.1%[57.1 µM] | 11.7% | -4.9%
O=C(Cn1ncc(N2CCCC2)c(Cl)c1=O)c1ccc(Cl)cc1 | -2.8 | 1.4 | -6.5% | 0.5% | -0.2% | -6.8% | 6.3%[57.1 µM] | 1.4% | 15.1%
CC(C(=O)Nc1cc([N+](=O)[O-])ccc1Cl)N1CCN(c2ccc(O)cc2)CC1 (stereo not drawn) | 18.3 | -12.3 | -5.1% | -3.7% | -0.5% | 1.0% | -9.5% | 7.2% | 1.9%
CC(=O)c1ccc(NC(=S)N2CCCC(CO)C2)cc1 (stereo not drawn) | -9.6 | -1.9 | 2.6% | -3.8% | 0.2% | -3.3% | 5.8% | 3.5% | -5.1%
O=C(NCCc1cnccn1)C1CCC(=O)N(Cc2ccc(Cl)cc2)C1 (stereo not drawn) | -1.3 | 2.9 | -8.8% | -1.3% | -0.2% | -2.2% | -4.7% | 9.0% | 0.1%
Cc1ccc(-c2noc(-c3nnn(-c4cccc(C(F)(F)F)c4)c3N)n2)cc1 | -0.1 | 1.3 | 13.1% | -2.4% | -2.5% | 1.9% | 11.5% | -2.6% | 4.2%
CC(C)(C)OC(=O)N1CCC(C(=O)Nc2cccc(C(=O)NC3CC3)c2)CC1 | -3.4 | 1.6 | -7.0% | -1.8% | nt | -3.5% | 2.2% | 5.4%[38.3 µM] | -2.0%
CCCC(=O)c1ccc(N2CCN(C(=O)c3ccccc3Br)CC2)c(F)c1 | 0.0 | -0.1 | -22.7% | -5.4% | 0.3% | -0.3% | 7.9%[57.1 µM] | 2.6% | 4.3%
CCOC(=O)C1(C)CCN1C(=O)c1ccc(OC)c(OC)c1 (stereo not drawn) | -13.7 | -1.2 | nt | -2.0% | nt | -1.9% | nt | nt | nt
CCOc1ccc(C(=O)Nc2cccc(OCc3cc(=O)n4cc(C)sc4n3)c2)cc1 | 2.6 | 4.7 | -26.8% | -2.1% | 10.6% | 2.3% | 3.3% | 9.7% | 2.7%
CCOCCCn1c(SCC(=O)OCC)nc2c(sc3ccccc32)c1=O | 0.5 | -9.3 | -25.2% | -3.1% | 6.5% | -4.2% | 3.3%[57.1 µM] | 6.3% | -0.1%
COc1ccc(S(=O)(=O)N2CCC(C(=O)NCCC(=O)Nc3ccccc3OC)CC2)cc1 | 3.0 | -0.1 | -24.1% | -3.8% | nt | 0.3% | nt | 6.8% | -3.7%
CC(=O)c1ccc(N2C(=O)CC(N3CCN(S(=O)(=O)c4ccc(C)c(C)c4)CC3)C2=O)cc1 (stereo not drawn) | -1.6 | 0.1 | -7.0% | -6.8% | nt | -7.5% | -4.8% | -10.8% | 2.4%
CCOC(=O)C1=C(C)Nc2[nH]c(=O)[nH]c(=O)c2C1c1cccs1 (stereo not drawn) | -6.0 | -4.1 | -30.0% | -4.8% | 1.7% | 5.3% | 1.4% | 3.6% | -6.4%
CCCCCCc1nnc(NC(=O)OCC)s1 | -4.5 | 2.6 | 5.7% | 1.7% | 0.1% | 0.3% | 2.2%[57.1 µM] | 0.0% | -0.9%
O=C1NC(=O)C(c2cccs2)(c2cccs2)N1 | 0.4 | 2.7 | -14.3% | -3.3% | -2.2% | -1.1% | -5.5% | -3.0% | -12.6%
COC(=O)c1ccccc1OCC(=O)N1CCN(c2ccc(F)cc2)CC1 | 5.6 | -1.0 | -8.4% | -3.0% | -0.2% | -0.2% | -11.1% | 13.2% | -7.6%
Cc1ccc(CSc2nc3ccccc3c(=O)n2CCCC(=O)NCc2ccco2)cc1 | -15.1 | 2.4 | 5.0% | -4.1% | 1.9% | 1.1% | 12.6% | 2.9% | -7.2%
COc1cc(CNc2ccccc2SC)ccc1O | 17.1 | 5.4 | -7.1% | 1.2% | 1.0% | 0.1% | 11.8% | 4.1% | -3.0%
Cc1nnc(SCC(N)=O)n1CC1CCCO1 (stereo not drawn) | -5.9 | 2.4 | -9.6% | -3.7% | -1.4% | -4.4% | 2.9%[57.1 µM] | 1.2% | -8.7%
Nc1cccc(Nc2ccccc2)c1 | 39.0&0.0 | 8.7 | -14.4% | -1.5% | -2.8% | 2.3% | 9.0%[57.1 µM] | -2.7% | -1.8%
CCOc1ccccc1C(=O)Nc1ccccc1-c1ccccc1 | -1.2 | -2.6 | ? | -2.9% | 1.2% | -24.9% | -3.5% | 1.3% | -7.1%
(cont.)
SMILES | LDHA block | PI4K2A block | USP1 inh | GRP78 ERSR act | RXFP1 agonist | Vif-APOBEC3G blk | TrxR1 substrate | IDH1 R132H inh | Vif-APOBEC3F blk
COCc1cc(C)nc2sc3c(=O)oc(C)nc3c12 | 3.3 | 1.8 | -0.8% | -2.4% | -0.3% | 5.9% | 5.0% | 5.5% | -1.4%
COc1cc(OC)c(OC)cc1CN1CCc2ccccc2C1 | -16.5 | -1.0 | -21.5% | -7.4% | -1.1% | -0.2% | 12.2% | 3.4% | 4.7%
COc1ccccc1NC(=O)/C(C#N)=C/c1cc([N+](=O)[O-])ccc1N1CCCC1 | -0.2 | 2.6 | ? | -2.9% | 4.7% | -4.7% | -9.4% | 1.4% | -10.2%
Cc1ccc(Nc2cc(-n3cccn3)ncn2)c(C)c1 | 2.3 | -1.1 | ? | 5.9% | -0.3% | 0.9% | -2.4% | -0.1% | -6.5%
Cc1ccc(S(=O)(=O)NC(=O)Nc2cc(C)no2)cc1 | -1.4 | -6.1 | -7.8% | -4.5% | -0.5% | 3.4% | 4.5% | 1.9% | -7.9%
Cc1ccc2nc(SCC(=O)N3N=C(c4cccs4)CC3c3ccc(F)cc3)nc(=O)n2c1 (stereo not drawn) | 0.2 | -2.7 | 2.2% | -1.6% | nt | -9.2% | nt | -4.6% | -13.5%
COc1ccc(OC)c(N(CC(=O)N2CCCC2)S(=O)(=O)c2ccccc2)c1 | -5.4 | 2.2 | -6.7% | -5.7% | 4.9% | -0.8% | 0.2% | 0.0% | -13.1%
CNC(=O)CN(c1cc(OCCOC)c(Cl)cc1Cl)S(=O)(=O)c1ccccc1 | 0.4 | -1.6 | -26.3% | -2.4% | -0.8% | 1.3% | -1.8%[57.1 µM] | 8.9% | 22.3%
Nc1cc(=O)[nH]c(=O)n1-c1ccc(Cl)cc1 | -8.1 | 2.7 | -0.2% | -0.8% | 1.9% | -1.4% | 4.9%[57.1 µM] | 0.6% | 4.4%
Cc1nc([N+](=O)[O-])c(Sc2nc3ccccc3n2C)n1Cc1ccccc1 | 7.6 | 3.9 | -10.3% | -11.0% | 0.9% | -15.5% | -2.7% | 5.9% | 2.8%
Cc1cc(Cl)ccc1OCC(=O)NCc1ccncc1 | -0.2 | 2.4 | -18.0% | 3.0% | 2.5% | 0.4% | 9.5% | 0.1% | 3.3%
Cn1nc(C(=O)OCC(=O)Nc2ccc(SC(F)F)cc2)c2ccccc2c1=O | -4.5 | 3.5 | -21.0% | -5.1% | nt | 1.0% | -1.8% | 6.0% | -22.2%
O=C(NCc1ccco1)c1cccc2ccccc12 | -7.0 | -3.4 | -17.7% | -1.0% | -0.1% | -0.6% | -3.0% | -4.9% | 5.1%
Clc1cccc2sc(N3CCN(c4ccccc4)CC3)nc12 | 1.3 | 11.2 | ? | 0.5% | -0.2% | -0.1% | -5.4% | 2.8% | 10.3%
Cc1c(C(=O)NCc2ccccc2C(F)(F)F)sc(=O)n1Cc1cccc(C(F)(F)F)c1 | -6.7 | 3.2 | nt | -1.3% | nt | 1.8% | nt | nt | nt
CCOc1ccc(NC(=O)CN2CCN(C(=O)C3CCCO3)CC2)cc1 (stereo not drawn) | -9.0 | -3.8 | -21.7% | -2.1% | -0.1% | -0.6% | -2.2% | 4.9% | -6.7%
CC(NC(=O)COC(=O)c1cc(Cl)nc(Cl)c1)c1ccccc1 (stereo not drawn) | -0.3 | -3.6 | -18.2% | -1.8% | -0.2% | 1.4% | 11.3%[57.1 µM] | 2.3% | -0.3%

Only part of the results is shown; count on the stated rates, not on these rows.
